High-throughput results as filed in PubChem.
VLA-4 inh = inhibition in a human VLA-4 binding assay. VLA-4 expressing cells, ligand binding flow cytometry. inhibition, % (about 7 µM as worked out from the volumes in the protocol). 330,000 compounds, 0.2% hits. AID 2557; in the data active = inhibition above about 50%
Fam108B counter = Fam108B inhibition, counter-screen for RBBP9 inhibitors. AID 1947. inhibition, % at 9.51 µM. 300,000 compounds, 0.33% hits. recombinant Fam108B, FP-Rh probe fluorescence polarization;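 active = inhibition above the screen mean inhibition plus 3 SD, computed separately per campaign, cut at about 18% in these data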;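 also: inhibitors lower polarization as less probe binds the enzyme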
Efflux pump mplx = inhibitors of Candida antifungal efflux pumps expressed in yeast | 330,000 compounds, 0.44% hits | AID 485275 | inhibition, % at 10 µM | S. cerevisiae Candida pump triplex, Nile Red efflux;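 active = plate passing quality check with inhibition over a set limit, or well fluorescence over plate mean plus 4 SD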;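 also: Nile Red retained in pooled yeast measured as flow cytometry median fluorescence; 0% = buffer negative control and 100% = Enniatin B positive control; higher means more Nile Red kept so more efflux inhibition; some compounds called inactive have numbers as strong as hits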
GLD-1 RNA inh = GLD-1-TGE RNA interaction inhibition (C. elegans) | purified GLD-1 + fluorescein TGE RNA, fluorescence polarization | Q17339 | inhibition, % at 5.96 µM | 320,000 compounds, 0.44% hits;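 active = percent inhibition above a per-plate cutoff, the plate mean of test compounds plus 3 SD, cut at about 30% in these data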;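 also: 0% = DMSO wells with GLD-1 and probe and 100% = wells lacking GLD-1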
Target sequence (Q17339 whole entry, looked up): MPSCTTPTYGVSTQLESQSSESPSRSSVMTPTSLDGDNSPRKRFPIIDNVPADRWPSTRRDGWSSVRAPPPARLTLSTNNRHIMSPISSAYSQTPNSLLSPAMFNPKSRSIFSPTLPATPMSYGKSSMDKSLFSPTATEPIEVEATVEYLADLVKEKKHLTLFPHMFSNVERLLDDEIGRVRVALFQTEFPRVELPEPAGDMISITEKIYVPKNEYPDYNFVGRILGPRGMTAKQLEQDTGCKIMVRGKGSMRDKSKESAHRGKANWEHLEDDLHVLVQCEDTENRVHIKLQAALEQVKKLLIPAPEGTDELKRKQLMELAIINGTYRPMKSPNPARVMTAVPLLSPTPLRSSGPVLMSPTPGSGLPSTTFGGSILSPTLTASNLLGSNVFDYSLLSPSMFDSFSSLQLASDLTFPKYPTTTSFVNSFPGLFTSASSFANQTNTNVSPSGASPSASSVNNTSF
MEX-5 binding = C. elegans MEX-5 TCR-2 RNA binding activity; Q9XUB2; MEX-5/FITC-TCR2 RNA binding, fluorescence polarization; stronger effect = lower value; activity score (negative = inhibition of binding), % at 10 µM; 300,000 compounds, 0.38% hits;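 active = inhibition past about -25% in most replicates, and total fluorescence under double the plate's negative control median, limit read from the data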;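 also: 0% = DMSO and -100% = 5 µM competing unlabeled TCR2 RNA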
PME-1 inh = blocks human protein phosphatase methylesterase 1; Q9Y570; recombinant PME-1, FP-Rh probe fluorescence polarization; inhibition, % at 5.9 µM; 320,000 compounds, 0.53% hits; AID 2130;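 active = inhibition above the campaign mean of all compounds plus 3 SD, cut at about 26% in these data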;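 also: competitive labeling of PME-1 active site by serine hydrolase directed probe; 0% = PME-1 with DMSO and 100% = wells lacking PME-1 enzyme; inhibitors block probe labeling so polarization falls and inhibition rises; many of its hits are not listed in these tables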
Target sequence (Q9Y570 whole entry, looked up): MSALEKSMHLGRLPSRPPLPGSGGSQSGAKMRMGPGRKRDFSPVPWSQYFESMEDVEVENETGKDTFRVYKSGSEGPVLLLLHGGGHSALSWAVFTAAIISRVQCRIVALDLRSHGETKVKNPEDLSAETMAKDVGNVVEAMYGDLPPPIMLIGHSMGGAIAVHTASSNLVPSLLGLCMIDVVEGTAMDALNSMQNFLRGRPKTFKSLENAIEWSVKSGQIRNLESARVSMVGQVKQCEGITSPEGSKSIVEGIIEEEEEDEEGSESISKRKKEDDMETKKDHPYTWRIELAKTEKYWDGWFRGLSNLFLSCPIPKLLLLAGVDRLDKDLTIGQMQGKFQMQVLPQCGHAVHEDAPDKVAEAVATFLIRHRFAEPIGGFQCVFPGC
MCL1-BIM inh = disrupts human MCL1 binding to BIM-BH3 peptide; Q07820; GST-MCL1 / FITC-Bim-BH3 fluorescence polarization; inhibition, % at 10.9 µM; 320,000 compounds, 0.68% hits;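 active = inhibition above the mean inhibition of all tested compounds plus 3 SD, set per campaign, cut at about 40% in these data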;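 also: 0% = DMSO wells and 100% = unlabeled Bim-BH3 peptide control; higher means more loss of mP so more displacement of Bim peptide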
GRK2 inh = inhibitors of human GRK2 displacing RNA aptamer | P25098 | bead flow cytometry, FAM-aptamer displacement from GRK2 | inhibition of aptamer binding, % at 10 µM | 330,000 compounds, 0.59% hits | AID 488847;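 active = inhibition of aptamer binding above 40%, roughly 3 SD of noise, on plates passing a quality check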;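 also: median bead fluorescence of bound FAM aptamer so fluorescent compounds give negative values; no value below 0 was filed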
Bcl-xL primary = blocks human Bcl-xL binding to Bim BH3 peptide; AID 2129; GST-Bcl-xL / FITC-Bim BH3 peptide fluorescence polarization; 320,000 compounds, 0.7% hits; inhibition, % at 10.9 µM;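 active = inhibition above the mean of all tested compounds plus 3 SD, cutoff set per campaign, cut at about 30% in these data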;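 also: 0% = DMSO wells and 100% = unlabeled Bim-BH3 peptide competitor; inhibitors lower millipolarization by displacing the labeled peptide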
Target sequence (Q07817 whole entry, looked up): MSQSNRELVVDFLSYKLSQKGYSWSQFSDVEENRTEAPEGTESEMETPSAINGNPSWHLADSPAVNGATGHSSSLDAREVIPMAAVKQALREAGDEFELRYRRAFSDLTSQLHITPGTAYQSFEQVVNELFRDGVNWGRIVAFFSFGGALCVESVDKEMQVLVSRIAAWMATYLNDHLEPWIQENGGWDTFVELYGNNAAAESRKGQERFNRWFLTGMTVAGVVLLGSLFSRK
An asterisk follows results filed as active; · = not tested or not shown.

SMILES	VLA-4 inh	Fam108B counter	Efflux pump mplx	GLD-1 RNA inh	MEX-5 binding	PME-1 inh	MCL1-BIM inh	GRK2 inh	Bcl-xL primary
Cc1nc(SCC(=O)NNC(=O)c2ccc(F)cc2)c2ccccc2n1	0	·	0.2	1	·	·	·	0	·
Cc1cccc(NC(=O)c2nc[nH]c2C(=O)NC2CCN(C(=O)OC(C)(C)C)CC2)c1	16	·	-0.1	3	·	3	0	2	1
O=C(NC(=S)Nc1nc(-c2ccccc2)cs1)c1cccnc1	8	-5	0.1	3	0.6	-9	2	0	-1
O=C(CSCc1ccco1)c1ccc(Cl)s1	5	5	0.0	9	1.1	-6	15	0	3
O=C(COC(=O)C1CC1)c1c[nH]c2ccccc12	8	5	0.0	1	0.3	-4	9	2	1
CN(C)CCCN(C(=O)c1ccc([N+](=O)[O-])s1)c1nc2cc3c(cc2s1)OCCO3	17	7	-0.1	3	-1.3	6	6	71*	-2
COc1ccc(Cc2nnc(NS(C)(=O)=O)s2)cc1	·	3	-0.1	3	1.2	-3	-3	2	-2
Cc1cc(C)n2c(SCc3c(C)noc3C)nnc2n1	3	-1	-0.2	1	·	3	4	0	-3
O=C(NCCCN1CCOCC1)c1ccc(/C=C2\Oc3ccccc3N(Cc3ccccc3F)C2=O)cc1	8	-7	0.2	-2	-0.9	-10	-2	0	3
CC1CC(C)CN(C(=O)CNC(=O)c2sc3ccccc3c2Cl)C1 (stereo not given)	2	·	0.3	3	·	0	-1	1	-4
Cc1cc(C)c(NC(=O)COC(=O)Cc2ccsc2)c(C)c1	-1	1	0.0	7	-0.1	8	12	0	5
COc1ccccc1C(=O)Nc1nc(C)cc(C)n1	-5	0	0.2	4	1.4	2	8	4	5
O=C(NCc1cccs1)N[C@@H](Cc1ccccc1)C(=O)O	8	3	-0.1	-1	3.9	1	6	2	3
CCC(=O)c1ccc(OCC(O)Cn2nc(C)c(Br)c2C)cc1 (stereo not given)	2	1	0.0	-1	-2.4	-2	-3	0	4
O=C(NCc1ccco1)C1CCCN(c2nnc(-n3cccc3)s2)C1 (stereo not given)	14	-1	-0.1	-2	-11	-7	7	3	3
CCN(CC)S(=O)(=O)c1cc(NC(=O)C2CCN(c3ncnc4sc(C)c(C)c34)CC2)ccc1Cl	-1	-23	-0.1	-6	0.0	-45	-9	0	-8
COc1ccc2[nH]c(=O)c(CNc3ccc(C)c(C)c3)cc2c1	-1	0	0.0	6	1.9	3	17	0	20
O=C(CCN1CCCCC1)NCNC(=O)CCN1CCCCC1	14	-3	0.0	2	1.9	-6	1	0	3
CC(=O)Nc1ccccc1OCc1nnc(-c2cccs2)o1	4	4	0.0	-2	0.5	0	-4	0	1
c1ccc(C[C@H]2CN=C(Nc3ccccc3)N2CCCC2CCCCC2)cc1	19	·	-0.6	5	·	·	·	0	·
O=C(C1CCCN(c2ncnc3c2nc2n3CCCCC2)C1)N1CCN(c2ccc(Cl)cc2)CC1 (stereo not given)	6	3	1.1	-4	0.9	7	-10	0	5
CCN(CC)CC(C)OC(=O)c1ccccc1Cl (stereo not given)	-5	-2	0.0	7	2.5	6	2	1	7
O=C(c1cc(-c2cccs2)on1)N1CCCc2ccccc21	15	-2	0.3	-2	1.9	2	1	0	0
CCOC(=O)C1CCN(C(=O)COC(=O)/C=C/c2ccccc2)CC1	-4	·	0.7	4	·	·	·	0	·
O=C(NCc1nnc(SCC(=O)N2CCN(c3ccccc3)CC2)o1)c1ccccc1	5	3	0.0	2	0.0	2	5	0	4
O=C(CCSCc1ccc(Cl)cc1)NCCc1ccccc1	2	0	-0.1	3	2.8	3	12	2	8
Cc1ccc(S(=O)(=O)NC(Cc2c[nH]c3ccccc23)C(=O)O)cc1 (stereo not given)	-11	-2	0.0	-11	-1.7	6	4	1	3
COc1ccc(N(C)S(=O)(=O)c2cccc(C(=O)Nc3ccc4c(c3)OCCO4)c2)cc1	11	-5	0.0	8	3.7	0	-2	0	-6
CC(c1nc2ccccc2o1)N1C(=O)c2ccccc2C1=O (stereo not given)	9	1	0.0	2	-1.1	-1	5	0	2
CCOC(=O)c1cccc(NS(=O)(=O)c2c(C)[nH]c(=O)[nH]c2=O)c1	2	-1	-0.1	-2	0.5	1	-3	0	-2
CCN(CC)C(=O)CSc1nc2cc(S(=O)(=O)N3CCOCC3)ccc2n1CC	10	-5	0.0	4	0.5	1	-6	0	2
CS(=O)(=O)Nc1nnc(SCC(=O)Nc2cccc([N+](=O)[O-])c2)s1	18	3	0.0	1	0.7	-6	4	2	4
CCOC(=O)c1c(C)[nH]c(C(=O)OCC(=O)Nc2ccc(OC)c(Cl)c2)c1C	28	-25	0.1	-7	-5.6	-4	-3	0	-1
O=C(CSc1nncs1)NCc1ccc(F)cc1	1	-1	0.0	4	0.9	3	7	10	2
CCOc1ccc(CCNC(=O)c2cccc(NC3=NC4CS(=O)(=O)CC4S3)c2)cc1OCC (stereo not given)	-4	8	0.1	-3	0.1	-2	4	0	3
COc1ccc(C)cc1NC(=O)C(Sc1nnc2ccccn12)c1ccccc1 (stereo not given)	8	0	-0.2	4	-0.8	8	2	0	8
COCCN(C(=S)Nc1ccc(OC)cc1)C1CCN(C(C)C)CC1	4	-4	-0.2	9	1.5	-11	12	0	5
O=C(NC(NCc1ccccc1)C(Cl)(Cl)Cl)c1cccnc1 (stereo not given)	-3	-2	0.0	0	1.1	-1	9	0	7
O=C(O)CCn1c(=S)oc2ccccc21	4	-3	0.0	3	1.7	1	12	2	2
CC(=O)NC(=S)Nc1ccc(-c2nc3ccc(C)cc3s2)cc1	11	-5	0.0	5	-0.6	0	5	1	3
O=C(Nc1ccc(F)cc1F)c1cccc(S(=O)(=O)N2CCCCC2)c1	3	·	-0.1	5	·	4	3	0	0
O=C(c1ccccc1Cc1ccccc1)N1CCN(S(=O)(=O)c2ccccc2F)CC1	11	·	-0.4	-1	·	8	5	4	4
Cc1cccc(N2CN=C3SCC(=O)N3C2)c1	12	0	0.1	3	1.7	-2	3	2	4
Cc1ccc(/C=N/NC(=O)c2nc3nc(C)cc(C)n3n2)cc1	4	3	3.2	4	-1.4	-8	-6	0	0
COC1(C2=NCCN2)COc2ccccc2O1 (stereo not given)	43	-2	0.0	6	·	0	-7	1	1
COc1cccc(CN2CCN(c3cccc(C(F)(F)F)c3)CC2)c1OC	31	3	0.0	2	-0.3	-1	6	1	8
O=C(Nc1ccccc1C(=O)N1CCOCC1)C1COc2ccccc2O1 (stereo not given)	3	-2	0.0	5	-0.2	1	8	5	3
CCc1cc(=O)oc2cc(OCc3ccc(C(=O)O)o3)ccc12	11	0	0.1	3	-1.0	-2	1	14	4
O=C(O)c1cc2c(cc1Br)OCCCO2	-3	-2	-0.2	1	-1.6	5	14	0	3
Cc1ccc(Nc2nc(N)nc(-c3oc4ccccc4c3C)n2)cc1	37	-14	0.0	0	-0.5	-16	2	2	4
CCCCC(=O)NC(=S)Nc1cccc(NC(=O)CC)c1	-7	-2	-0.1	4	1.1	3	11	1	7
Cc1cc(NC(=O)CCC(=O)N(Cc2ccco2)C(C(=O)NC2CCCCC2)c2ccccc2)no1 (stereo not given)	-1	6	0.1	-2	1.9	-5	-7	2	0
COc1cc(CNc2cccc(C(=O)O)c2)cc(Br)c1OCC(=O)NC(C)(C)C	5	0	0.1	5	-0.7	-4	9	5	2
O=C1CC(Cc2ccccc2)C(=O)N1c1ccccn1 (stereo not given)	21	1	-0.1	3	0.9	1	0	0	5
O=C(Nc1ccccc1Cl)c1ccc(S(=O)(=O)N2CCOCC2)cc1	42	-4	-0.1	6	-1.0	0	7	3	4
Cc1cccc(NC(=O)c2c(O)c3ccccc3[nH]c2=O)c1	13	-6	-0.4	1	-0.5	-1	4	0	5
COC(=O)C(C(=O)OC)C(C(=O)OC)C(C(=O)OC)C(=O)OC	8	0	0.1	1	-0.2	-1	-5	0	3
Cc1cc(N2CCN(C)CC2)nc2ccc(NC(=S)N3CCC4(CC3)OCCO4)cc12	0	2	-0.2	3	-0.6	5	2	4	7
CSc1cccc(NC(=S)N(CCC(C)C)C2CCN(C(C)C)CC2)c1	-6	11	-0.1	-4	-0.4	4	8	0	6
C[C@@H]1CN([C@H](C)CO)C(=O)c2cc(NC(=O)Nc3ccc(F)cc3)ccc2O[C@H]1CN(C)C(=O)Nc1ccc(C(F)(F)F)cc1	35	·	0.2	5	·	·	·	1	·

Other records follow:
SMILES	VLA-4 inh	Fam108B counter	Efflux pump mplx	GLD-1 RNA inh	MEX-5 binding	PME-1 inh	MCL1-BIM inh	GRK2 inh	Bcl-xL primary
CC(=O)Nc1cccc(-c2csc(NCc3ccccc3)n2)c1	-2	5	0.1	4	-7.3	5	-2	0	1
O=C(CCC(=O)OCC(=O)c1ccc(-c2ccccc2)cc1)Nc1cccc(Cl)c1	29	0	-0.1	8	-1.9	7	4	3	5
Cc1ccc(-c2cc(-c3nnc(SCC(=O)NCC(C)C)n3N)c3ccccc3n2)cc1	6	2	0.0	-6	·	-8	-5	1	0
O=C(Cc1ccccc1)Nc1nnc(SCC(=O)NC2CCCC2)s1	-2	-3	0.0	-3	-2.0	-2	5	1	10
O=C(O)c1cccc(NS(=O)(=O)c2cccc(C(=O)Nc3ccccc3[N+](=O)[O-])c2)c1	0	-2	-0.1	2	0.8	-1	7	1	5
CCOc1ccc(CCNC(=O)COC(=O)C2CCN(c3ccc(C(F)(F)F)cn3)CC2)cc1OCC	4	-3	0.1	8	1.9	1	-11	0	-3
COc1ccc(C(=O)NCCCSC)cc1OC1CCN(C(C)C)CC1	8	-2	0.0	7	-1.9	2	11	8	5
Cc1ccc(S(=O)(=O)N(C)C)cc1NC(=O)COC(=O)c1ccc(Cl)cc1	-2	-1	-0.2	1	0.8	19	2	3	7
Cc1cc(C)nc(Oc2ccc(Br)cc2)n1	0	2	0.1	-5	1.0	4	-6	0	1
Cc1ccc(CN2CCNC2=O)cc1	6	3	-0.2	-2	1.0	-1	9	4	3
O=C(/C=C\c1ccco1)Nc1cc([N+](=O)[O-])ccc1F	-7	5	0.0	13	-3.9	-1	-2	3	1
Cc1ccc(C(=O)N2CCCC(c3ccc(Cl)cc3)=N2)cc1	-6	2	-0.3	8	0.3	-1	7	2	8
Cc1ccc(CN2CCN(C(=O)CCC(=O)Nc3nnc(C(C)C)s3)CC2)c(C)c1	0	1	0.3	5	0.5	-8	2	0	3
Cc1ccccc1CCNC(=O)C1CCC(=O)N(Cc2ccc(Cl)cc2)C1 (stereo not given)	2	0	0.0	3	-0.9	5	-6	0	-1
CNc1ccccc1C(=O)OCC(=O)N(CCOC)c1c(N)n(CC(C)C)c(=O)[nH]c1=O	8	6	-0.1	6	2.0	-1	2	6	4
CCc1nc(SCC(=O)Nc2cc(C)ccc2OC)c2c(C)c(C)sc2n1	31	-3	-0.1	4	2.0	-5	2	1	1
Cc1ccc2c(c1)N(C(=O)CCC(=O)NCCCN1CCOCC1)CCO2	-16	0	-0.1	7	1.5	0	3	2	4
O=C(CCS(=O)(=O)c1ccccc1)Nc1ccc(N2CCN(Cc3ccccc3)CC2)cc1	-33	·	-0.1	0	·	-5	-17	0	-7
CC(C)(C)c1cc(NC(=O)c2cccnc2)no1	-3	5	-0.3	6	0.5	0	3	1	6

Only part of the results is shown; the hit share may differ from the screen's.
